PV pol inh: poliovirus RdRp elongation inhibitors, primary screen, biochemical, fluorescence polarization, total intensity; poliovirus polymerase elongation; active compounds read low; % elongation, % (compound at 16.7 µg/mL); hit rate 0.66% among 150,000; AID 588519, 2011; in the data active = % elongation below about 90%; note: some results filed as inactive read as strong as hits
Target sequence (P03300 1749-2209 limits assumed): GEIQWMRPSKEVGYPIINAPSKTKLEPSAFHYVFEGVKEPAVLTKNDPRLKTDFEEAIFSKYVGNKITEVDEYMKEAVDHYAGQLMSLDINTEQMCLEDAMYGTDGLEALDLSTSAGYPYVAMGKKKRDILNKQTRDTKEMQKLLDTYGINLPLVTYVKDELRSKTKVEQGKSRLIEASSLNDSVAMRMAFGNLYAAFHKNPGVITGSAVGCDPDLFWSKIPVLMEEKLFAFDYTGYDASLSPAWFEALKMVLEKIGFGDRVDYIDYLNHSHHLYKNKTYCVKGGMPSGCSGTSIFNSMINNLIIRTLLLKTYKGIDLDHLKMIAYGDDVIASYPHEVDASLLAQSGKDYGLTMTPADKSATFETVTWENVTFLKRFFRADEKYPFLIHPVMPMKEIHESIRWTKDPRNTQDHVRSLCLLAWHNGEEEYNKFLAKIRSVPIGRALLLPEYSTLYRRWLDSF
PV pol inh FP z-score: recorded beside PV pol inh, whose call it bears; z-score; measured here: FP z-score; hits read low
Starred values were filed as active, the others as inactive; & = joins results of further samples.

| SMILES | PV pol inh | PV pol inh FP z-score |
| --- | --- | --- |
| CCN(CC)c1ccc(NC(=O)CN2CCN(CC(=O)Nc3ccccc3OC)CC2)cc1 | 112 | 1.1 |
| CCOC(=O)c1cn(CC(=O)Nc2ccccc2CC)nn1 | 98 | -1.7 |
| COc1ccc(CNC(=O)c2cc3ccccn3n2)cc1OC | 114 | 1.4 |
| CCN(CC)c1ccc(NC(C)=O)c(C)c1 | 102 | 0.8 |
| Nc1cc(-c2ccccc2)no1 | 101 | -0.2 |
| Cc1ccccc1N1CCN(S(=O)(=O)c2nnc(NC(=O)c3ccccc3)s2)CC1 | 106 | -0.5 |
| CC12CCC(O)CC1CCC1C2CCC2(C)C(C(=O)O)CCC12 (configuration not stated) | 105 | 0.4 |
| CCC(=O)N1CCc2cc(Br)cc(S(=O)(=O)CCC(=O)Nc3ccc(C)c(F)c3)c21 | 103 | -0.8 |
| CCCNS(=O)(=O)c1ccc2nc(NC(=O)c3ccc(F)cc3)sc2c1 | 103 | -1.1 |
| Cc1cc(C)cc(NC(=O)c2sc3nc4n(c(=O)c3c2C)N=C(c2ccc(F)cc2)CS4)c1 | 106 | 0 |
| CCCn1c2ccccc2c2nnc(SCCNS(=O)(=O)c3ccccc3)nc21 | 101 | -0.3 |
| COc1ccc(-n2c(=O)c3sc4ccccc4c3n(CC(=O)Nc3ccccc3F)c2=O)cc1 | 104 | -0.1 |
| Cc1c(/C=C2\SC(c3ccccc3)=NC2=O)c(=O)n(-c2ccccc2)n1C | 69 | -5.8 |
| Cc1cc(-n2nc3ccc(Cl)cc3n2)c(O)c(C(C)(C)C)c1 | 103 | 0.3 |
| Clc1ccc(/C=N/NCc2cn3ccsc3n2)cc1 | 105 | 0.3 |
| CCC(C)NC(=O)CSC1=N/C(=C/c2ccc(OC)cc2)C(=O)N1Cc1ccco1 (configuration not stated) | 102 | -0.2 |
| O=C(OCC(=O)c1ccccc1)/C(=C/c1cccs1)c1cccs1 | 104 | 0.2 |
| Oc1ccccc1C1OCC2(CO1)COC(c1ccccc1O)OC2 (configuration not stated) | 102 | -0.1 |
| COc1cc(OC)cc(OC(=O)C2=COCCO2)c1 | 106 | 0.5 |
| COC(=O)c1ccc(Nc2nnc(-c3ccc(C)c(S(=O)(=O)N4CCN(C)CC4)c3)c3ccccc23)cc1 | 107 | 0.6 |
| Cc1csc(C(C#N)C(=O)CSc2cc(C)c3ccccc3n2)n1 (configuration not stated) | 101 | -0.2 |
| COCC1=NN(c2ccccc2)C(=O)C1 | 106 | 0.3 |
| Cc1cc(C)c(C#N)c(SCCS(=O)(=O)Cc2ccc(Cl)cc2)n1 | 102 | 0.2 |
| CCOc1ccc(S(=O)(=O)N2CCN(c3ccc(Cl)c(Cl)c3)CC2)c2ccccc12 | 102 | -0.3 |
| COc1ccc2oc(C(=O)OCc3ccc(OC)c(F)c3)c(C)c2c1 | 107 | 1.1 |

Reformatted: 2 of the compounds above.
Values run as follows: PV pol inh	PV pol inh FP z-score
COc1cc(OC)cc(OC(=O)C2=COCCO2)c1
  106	0.5
COC(=O)c1ccc(Nc2nnc(-c3ccc(C)c(S(=O)(=O)N4CCN(C)CC4)c3)c3ccccc23)cc1
  107	0.6

The list goes on:
| SMILES | PV pol inh | PV pol inh FP z-score |
| --- | --- | --- |
| COc1ccc2cc(C3CC(c4ccc(OC)c(OC)c4)=NN3C(=O)c3ccco3)c(Cl)nc2c1 (configuration not stated) | 103 | 0.5 |
| CCN(CC)S(=O)(=O)c1ccc2c(c1)c(=O)c(C(=O)N1CCN(c3cc(Cl)ccc3C)CC1)cn2C | 107 | 0.6 |
| Cc1c(NC(=O)C(C)OC(=O)c2cccc(S(=O)(=O)N3CCCC3)c2)c(=O)n(-c2ccccc2)n1C (configuration not stated) | 103 | -0.1 |
| CC1=CC(=O)N(c2ccn(C)n2)C1=O | 99 | -0.7 |
| CCOC(=O)c1cc(-c2ccc(C)cc2)n(CCC(=O)Nc2nc3c(C)cccc3s2)c1C | 101 | -0.9 |
| O=C(Nc1ccc(Cl)cc1Cl)c1cc(S(=O)(=O)N2CCC3(CC2)OCCO3)ccc1F | 106 | -0.4 |
| Cc1ccn2c(=O)c(C(=O)O)cnc2c1 | 111 | 1 |
| NC(=O)c1ccc(S(N)(=O)=O)o1 | 102 | 0 |
| c1cnc2c(CN3CCCCCC3)cccc2c1 | 104 | 0.4 |
| CCCCN1C(=O)c2ccc(C(=O)N3CCc4ccccc43)cc2C1=O | 103 | 0.1 |
| CC(c1ccccc1)N1C(=O)NC(=O)/C(=C/c2coc3ccccc3c2=O)C1=O (configuration not stated) | 97 | -1 |
| CN(C)C(=S)SCC(=O)N1c2ccccc2NC(=O)C1(C)C | 107 | 0.8 |
| CCN(CC(=O)NCc1ccc(F)cc1)C(=O)Cn1c(C)nc2ccccc21 | 104 | 0.2 |
| COC(=O)c1ccc(CNC(=O)C(C)Sc2ccccc2)cc1 (configuration not stated) | 103 | -0.2 |
| CC1=C(C(=O)Nc2ccccc2C)C(c2cccs2)n2nc(SCc3ccccc3)nc2N1 (configuration not stated) | 107 | 0.9 |
| O=C(CCN1N=C(c2ccccc2)CCC1=O)NCCCN1CCCCCC1 | 104 | 1.4 |
| Cc1ccccc1NC(=O)Nc1cc2sccc2n1C | 107 | 2.1 |
| COc1ccc(NC(=O)CCS(=O)(=O)c2cccc3nonc23)cc1Cl | 100 | -1.4 |
| Cn1ccnc1SCCN | 100 | -0.9 |
| CC1CCC(NC(=O)c2cncc(Br)c2)CC1 (configuration not stated) | 97 | -2.3 |
| CC1CC(=O)N(c2cccc(C(=O)O)c2)C1=O (configuration not stated) | 101 | -0.2 |
| Cc1cc(C)nc(SCc2nnc(SC/C=C/c3ccccc3)o2)n1 | 103 | 0.2 |
| Cn1nc(N2CCN(CC(=O)Nc3ccc(OC(F)(F)F)cc3)CC2)c(=O)n(C)c1=O | 107 | 0.4 |
| COC(=O)C1=C(C)N(C)C(=O)NC1c1ccc(OC)c(Br)c1 (configuration not stated) | 106 | 0.3 |
| CCOc1ccccc1NC(=O)Cn1c(=O)n(Cc2ccco2)c(=O)c2ccc(C(=O)NC3CCCC3)cc21 | 103 | -0.1 |
| COc1ccc(OCC(=O)NCc2ccc3c(c2)CCN3C(=O)c2cccc(C)c2)cc1 | 107 | 0 |
| NCCCCCC(=O)O | 103&100 | 0.3&0.1 |
| CC1=CC(=O)/C(=C2/Sc3ccccc3N2C)C(=O)O1 | 131 | 2.6 |
| CCc1ccccc1NC(=O)CCCn1c(=O)c2cccn2c2ccccc21 | 109 | 0.4 |
| COc1ccc(N2Cc3cccc(C(=O)Nc4cccc(F)c4)c3C2=O)cc1 | 104 | -0.9 |
| CN(C(=O)C1CCCCC1C(=O)O)c1ccccc1 (configuration not stated) | 100 | 0 |
| Cc1ccccc1NC(=O)N(Cc1ccco1)C(=O)CC#N | 104 | 0.8 |
| COc1ccc(-c2cc(C(F)(F)F)nc(SCC(=O)N3CCCCC3C)n2)cc1OC (configuration not stated) | 107 | 0.3 |
| COc1ccc(NC(=O)Cn2nnc(C(=O)NCc3ccco3)c2N)c(OC)c1 | 110 | 0.2 |
| COC(=O)N/N=C/c1ccccc1Br | 102 | 0.1 |
| CC(=O)c1cccc(NC(=O)C2=CC(c3ccc4c(c3)OCO4)=NS(=O)(=O)N2C)c1 | 110 | 0.1 |
| CCc1nnc(NC(=O)Cc2coc3ccc(C)cc23)s1 | 102 | -0.4 |
| c1ccc(-c2noc(-c3cccs3)n2)cc1 | 101 | 0.5 |
| N#C/C(C(=O)c1ccccc1)=c1/s/c(=C\c2cccs2)c(=O)n1Cc1ccco1 | 98 | -0.5 |
| CCSc1nnc(NC(=O)C2=NN(c3cc(C)ccc3C)C(=O)CC2)s1 | 100 | -0.4 |
| CC(C)(C)c1ccc(-c2noc(CSc3n[nH]c(=O)n3Cc3ccco3)n2)cc1 | 102 | 0.2 |
| O=S(=O)(/N=C1\SCCN1S(=O)(=O)c1ccc(Cl)cc1)c1ccc(Cl)cc1 | 100 | -0.3 |
| Cc1ccccc1-c1nc(CS(=O)(=O)CC(=O)NCCc2ccccc2)c(C)o1 | 99 | -0.9 |
| CCOc1ccc(NC(=O)CN2N=C(c3ccc(C)cc3)CCC2=O)cc1 | 101 | 0.1 |
| CC(C)(C)c1nnc2n1N=C(c1ccc(Br)s1)CS2 | 114 | 1.7 |
| Cc1ccc(N(C)S(=O)(=O)c2nnc(NC(=O)c3ccco3)s2)cc1 | 104 | -1 |
| Cc1ccc(C)c(Cn2c(C(=O)O)c(CNCc3cccs3)c3ccccc32)c1 | 107 | 0.9 |
| COc1ccc2[nH]c(=O)c(CN(Cc3ccc4c(c3)OCO4)C(C)=O)cc2c1 | 102 | -0.2 |
| Cc1ccc(CSc2nnc(CCC(=O)O)c(=O)n2N)cc1 | 105 | 0.2 |
| COc1ccc(OC)c(S(=O)(=O)NCC(c2ccc(N(C)C)cc2)N2CCOCC2)c1 (configuration not stated) | 105 | -0.1 |

Some of the entries so far, with two lines to a compound:
The line under a structure holds: PV pol inh | PV pol inh FP z-score
- Cc1ccccc1NC(=O)N(Cc1ccco1)C(=O)CC#N
 : 104 | 0.8
- COc1ccc(-c2cc(C(F)(F)F)nc(SCC(=O)N3CCCCC3C)n2)cc1OC (configuration not stated)
 : 107 | 0.3
- COc1ccc(NC(=O)Cn2nnc(C(=O)NCc3ccco3)c2N)c(OC)c1
 : 110 | 0.2
- COC(=O)N/N=C/c1ccccc1Br
 : 102 | 0.1

Grouped by structure: the compounds so far containing a cyano group (four)
| SMILES | PV pol inh | PV pol inh FP z-score |
| --- | --- | --- |
| Cc1csc(C(C#N)C(=O)CSc2cc(C)c3ccccc3n2)n1 (configuration not stated) | 101 | -0.2 |
| Cc1cc(C)c(C#N)c(SCCS(=O)(=O)Cc2ccc(Cl)cc2)n1 | 102 | 0.2 |
| Cc1ccccc1NC(=O)N(Cc1ccco1)C(=O)CC#N | 104 | 0.8 |
| N#C/C(C(=O)c1ccccc1)=c1/s/c(=C\c2cccs2)c(=O)n1Cc1ccco1 | 98 | -0.5 |

More entries follow.
| SMILES | PV pol inh | PV pol inh FP z-score |
| --- | --- | --- |
| Cc1cccc(OCC(=O)Nc2nnc(S(=O)(=O)N3CCCCCC3)s2)c1 | 102 | -1.5 |
| Cc1cccc(N2CCN(C(=O)c3ccc4nc(N5CCC(C)CC5)sc4c3)CC2)c1C | 104 | -0.9 |
| Cc1ccc2c(c1)N(C(=O)NCc1ccccc1)CCO2 | 108 | 0.3 |
| Cc1ccc(C=Nc2ccc(Nc3ccccc3)cc2)s1 | 108 | 0.5 |
| Cc1cc(C)c2c(=O)cc(C(=O)NCc3ccc(S(N)(=O)=O)cc3)oc2c1 | 119 | 2.3 |
| Cc1ccc(S(=O)(=O)NCCc2nnc3ccc(SCC(=O)Nc4c(C)cc(C)cc4C)nn23)cc1 | 110 | 0.5 |
| C1=CC2C(C1)CC2NCCc1nnc2ccccn12 (configuration not stated) | 95 | -0.9 |
| CCCN1CCC(NC2CCN(Cc3ccccc3)CC2)CC1 | 100 | 0 |
| Cc1ccc2[nH]c(=O)c(CN(C(=O)NC3CCCCC3)C3CCCCC3)cc2c1 | 100 | -0.9 |
| CC(C)=CC1C(C(=O)N/N=C(\C)c2cc(F)ccc2O)C1(C)C (configuration not stated) | 99 | -0.2 |
| CC1(C)S[C@@H]2[C@H](NC(=O)C(C(=O)O)c3ccccc3)C(=O)N2[C@H]1C(=O)O (some centres not stated) | 98 | -0.5 |
| C(=N\c1nccs1)/c1cccc2c1OCOC2 | 104 | 0.2 |
| CCCN(CCC)c1nn2c(=O)c(C(=O)NCC)cnc2s1 | 101 | 0.3 |
| Brc1cc2c(cc1Cn1nnc(-c3cccs3)n1)OCO2 | 99 | -0.7 |
| CC1(C)CC(=O)C=C(Nc2ccccc2)C1 | 103 | 0.3 |
| Cc1nn(-c2ccccc2)c2sc(C(=O)OCCCc3nc(-c4ccccc4)no3)cc12 | 100 | -0.5 |
| COC(=O)c1c(-c2ccc(Br)cc2)noc1N | 104 | 1.1 |
| CC(c1ccc(F)cc1)n1cc(C(=O)NCCN(C)C)nn1 (configuration not stated) | 109 | 0.7 |
| COC(=O)c1ccc(Oc2ccc(C(=O)OC)cc2)cc1 | 97 | -0.9 |
| CC(C)CCOc1cccc(OCC(=O)Nc2ccncc2)c1 | 104 | 0.4 |
| COc1ccc(-n2cc(C(=O)Oc3cc(C)cc(C)c3)c3ccccc3c2=O)cc1 | 112 | 1.1 |
| NC(=O)c1cccc2c3c([nH]c12)CCCC3 | 101 | -0.2 |
| COc1ccc(NC(=O)C2CCN(c3nc4ccccc4[nH]3)CC2)cc1OC | 101 | -1.4 |
| CC(=O)Nc1ccc(NC(=O)Cn2cc3c(n2)CCCCC3)cc1 | 109 | 0.1 |
| CSc1ccccc1NC(=O)CN(C)C(C)C(=O)Nc1cccc(C#N)c1 (configuration not stated) | 101 | -0.3 |
| CCOc1ncccc1C(=O)OCc1cc(=O)oc2c(C)c(C)ccc12 | 109 | 1.1 |
| CCOC(=O)N(c1ccccc1)S(=O)(=O)c1ccccc1C | 102 | -0.2 |
| CCc1ccc(-n2nc(CO)c(C(=O)NC(C)c3ccc(Cl)cc3)n2)cc1 (configuration not stated) | 113 | 1 |
| O=C(COc1nsnc1N1CCOCC1)N/N=C/c1cccc(Br)c1 | 102 | 0 |
| O=C(c1ccccc1)N(Cc1ccco1)C1(C(=O)Nc2ccccc2)CCCCC1 | 99 | -0.9 |
| CCC(C(=O)NCCc1ccc(Cl)cc1)n1ccc2cc(S(=O)(=O)N3CCCCC3)ccc21 (configuration not stated) | 107 | -0.2 |
| COc1ccc(N2CCN(c3csc4ccccc4c3=O)CC2)cc1 | 104 | -0.3 |
| O=C(O)c1ccc(NC(=O)c2cn(-c3ccccc3)nc2-c2cc3ccccc3o2)cc1 | 101 | 0.1 |
| COc1ccc(OC)c(CNC(=O)c2cnc(N(C)C)nc2)c1 | 108 | 0.4 |
| Cc1ccn(C(=O)COc2ccc(Cl)cc2)n1 | 99 | -0.7 |
| CC(=O)Nc1ccccc1NC(=O)c1ccco1 | 100 | -0.3 |
| CCOC(=O)CC(NC(=O)c1cc2c(=O)n3cccc(C)c3nc2s1)c1ccc(OCC)c(OC)c1 (configuration not stated) | 103 | -0.5 |
| C(=N\NC1=NCCN1Cc1ccccc1)/c1ccc2c(c1)OCO2 | 104 | 0.6 |
| O=C(NCCC12CC3CC(CC(C3)C1)C2)C1CCCCC1 | 102 | 0.2 |
| Cc1cccc(CCNC(=O)Nc2cn(C)c(=O)c3ccccc23)c1 | 103 | 0.5 |

The list is partial. The share of hits here may be higher or lower than overall.
